Assay outcomes deposited in PubChem BioAssay by National Center for Advancing Translational Sciences (NCATS).
Mito fusion act – mitochondrial division inhibition or fusion activation; S. cerevisiae fusion-defective mutant growth rescue, CellTiterGlo 48 h; Potency, µM (series often up to 46.1 µM), for inactives: at the top dose growth rescue (activation), actives largely listed as activators; 320,000 compounds, 0.23% hits; AID 485298;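 further: potency means the concentration at half of the fitted maximal effect; % of control where 0% means no effect; nearly all actives have a fitted effect of over 45% in size; temperature-sensitive fusion mutants such as fzo1-1 at 37 °C on non-fermentable ethanol glycerol medium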
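Yeast fusion mutant, YPEG (non-fermentable carbon), compound, 48 h at 37C non-permissive; CellTiterGlo added, 10 min RT, luminescence read. Rescued growth = division inhibition.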
PTAP TSG101 blk – blocks PTAP/TSG101 interaction to inhibit HIV-1 budding; Fluorescence polarization, FITC-PTAP peptide / Tsg101 binding; Potency, µM (top dose mostly 115 µM), without a hit: at the highest dose activity change, negative = inhibition, actives largely listed as inhibitors; Q99816; AID 493005; 340,000 tested, under 10 active; active means well fitted inhibition curve with a large enough effect in the main read-out, with a control signal flat, not every such curve was filed as active; inconclusive means small, poorly fitted or top-dose-only effect, or effect the other way, or a change in a side signal; inactive means no such curve, though single readings can be large or run the other way; further: potency means the concentration at half of the fitted maximal effect; % of control where 0% means no effect
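Tsg101 binding domain (10 uM final) was mixed with compound and a FITC-labeled PTAP peptide (50 nM final) in HEPES pH 7.5 buffer with NaCl, Tween 20, EDTA and TCEP; fluorescence polarization was read after 20 min at r.t.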
AT treatment – candidate therapy for ataxia-telangiectasia; […] A-T fibroblasts, KAP-1 phosphorylation AlphaLISA; neocarzinostatin DNA damage 30 min before lysis; Potency, µM (doses to about 57.5 µM), without a hit: at the highest dose activation, hits mostly activators; 320,000 compounds, 0.19% hits; AID 485349; further: potency means the concentration at half of the fitted maximal effect; % of control where 0% means no effect; nearly all actives have a fitted effect of over 45% in size
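hTERT-immortalized A-T patient fibroblasts ([…]), 500 cells/well in OPTI-MEM, 1% FBS, got compounds for 60 min, then NCS for 30 min at 37C. Lysates were then assayed for phospho-KAP-1 by AlphaLISA (anti-pKAP1 donor, anti-KAP1 acceptor beads), 6 hr at 25C.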
S-ASM inh – blocks human secretory acid sphingomyelinase; AID 504937; P17405; 340,000 compounds, 0.006% hits; placental ASM, HMU-PC fluorogenic substrate, 60 min; Potency, µM (highest dose often 57.5 µM), inactives show at the top dose activity change, negative = inhibition, hits mostly inhibitors; further: potency means the concentration at half of the fitted maximal effect
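Steps: dispense placental human ASM, pin compound, wait 10 min at room temperature, add HMU-PC0 substrate at 9 uM final, incubate 60 min at 37 °C, add stop solution raising pH to 10, read fluorescence.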
MBNL1-CUG inh – inhibitors of human MBNL1 binding to CUG repeat RNA; 280,000 compounds, 0.036% hits; TR-FRET MBNL1-His/biotin-(CUG)12 binding, 665/545 ratio; Q9NR56; Potency, µM (titrated, usually from 57.5 µM), for the others: at the top dose activity change, negative = inhibition, actives largely listed as inhibitors; AID 2675; active means well fitted inhibition curve with a large enough effect in the signal ratio, with a control signal flat, not every such curve was filed as active; inconclusive means small, poorly fitted or top-dose-only effect, or effect the other way, or a change in a side signal; inactive means no such curve, though single readings can be large or run the other way; the % refers to the signal ratio; further: potency means the concentration at half of the fitted maximal effect; on the % scale 0 is the no-effect control and ±100 the full control effect
Target sequence (Q9NR56 whole entry, looked up): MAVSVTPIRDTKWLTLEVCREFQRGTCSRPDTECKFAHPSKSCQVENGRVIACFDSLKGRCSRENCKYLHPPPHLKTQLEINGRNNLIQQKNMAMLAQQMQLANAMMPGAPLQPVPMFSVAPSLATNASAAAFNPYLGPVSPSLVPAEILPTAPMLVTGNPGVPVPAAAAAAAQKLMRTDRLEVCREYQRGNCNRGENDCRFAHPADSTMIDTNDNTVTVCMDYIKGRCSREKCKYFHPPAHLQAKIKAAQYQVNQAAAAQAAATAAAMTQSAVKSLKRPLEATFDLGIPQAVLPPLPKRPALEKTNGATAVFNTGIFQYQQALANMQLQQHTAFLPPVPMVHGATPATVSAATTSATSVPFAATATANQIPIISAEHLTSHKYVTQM
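His-tagged MBNL1 binding to biotinylated (CUG)12 RNA was measured by TR-FRET using terbium anti-His antibody (0.055 ng/ul final) and streptavidin-XL665 (5 nM final). Compounds were titrated 92 nM to 58 uM; 60 min at room temperature.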
MLL CXXC-DNA inh – MLL CXXC-DNA interaction inhibition; 290,000 compounds, 0.037% hits; Potency, µM (titrated, usually from 115 µM), for the others: at the highest dose activity change, negative = inhibition, actives largely listed as inhibitors; MLL-CXXC / FITC-HOXA9 DNA fluorescence polarization; active means well fitted inhibition curve with a large enough effect in the polarisation, with a control signal flat, not every such curve was filed as active; inconclusive means small, poorly fitted or top-dose-only effect, or effect the other way, or a change in a side signal; inactive means no such curve, though single readings can be large or run the other way; the % refers to the polarisation; further: potency means the concentration at half of the fitted maximal effect
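Purified MLL-CXXC (added from a 7 uM solution) was preincubated 5 min at ambient with pinned compounds in 50 mM Tris-HCl pH 7.5, 50 mM NaCl, 1 mM DTT, 0.05% BSA. Fluorescein-labeled HOX-A9 DNA (50 nM solution) followed, 30 min, then polarization read.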
Menin MLL FP TR – displaces Texas Red mutant MLL peptide from human menin. O00255. Menin + Texas Red MLL mutant peptide, fluorescence polarization. Potency, µM (series often up to 61.6 µM), inactives show top-dose FP activity change, negative = inhibition, actives largely listed as inhibitors. 270,000 compounds, 0.23% hits. AID 1768; active means well fitted inhibition curve with a large enough effect in the polarisation, with a control signal flat, not every such curve was filed as active; inconclusive means small, poorly fitted or top-dose-only effect, or effect the other way, or a change in a side signal; inactive means no such curve, though single readings can be large or run the other way; the % refers to the polarisation; further: potency means the concentration at half of the fitted maximal effect; % of control where 0% means no effect; many of its hits are not listed in these tables
TSHR antag – human thyrotropin receptor antagonism | P16473 | TSHR-expressing cells, TSH-stimulated cAMP HTRF, 2 h; hits give low values | activity change, negative = inhibition, % at 11.5 µM | 330,000 compounds, 0.2% hits;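 active means activity change below a set negative limit, meaning inhibition stronger than a set level, cut at about -70% in these data; inconclusive means activity change between two set negative limits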; further: on the % scale 0 is the no-effect control and ±100 the full control effect
Target sequence (P16473 whole entry, looked up): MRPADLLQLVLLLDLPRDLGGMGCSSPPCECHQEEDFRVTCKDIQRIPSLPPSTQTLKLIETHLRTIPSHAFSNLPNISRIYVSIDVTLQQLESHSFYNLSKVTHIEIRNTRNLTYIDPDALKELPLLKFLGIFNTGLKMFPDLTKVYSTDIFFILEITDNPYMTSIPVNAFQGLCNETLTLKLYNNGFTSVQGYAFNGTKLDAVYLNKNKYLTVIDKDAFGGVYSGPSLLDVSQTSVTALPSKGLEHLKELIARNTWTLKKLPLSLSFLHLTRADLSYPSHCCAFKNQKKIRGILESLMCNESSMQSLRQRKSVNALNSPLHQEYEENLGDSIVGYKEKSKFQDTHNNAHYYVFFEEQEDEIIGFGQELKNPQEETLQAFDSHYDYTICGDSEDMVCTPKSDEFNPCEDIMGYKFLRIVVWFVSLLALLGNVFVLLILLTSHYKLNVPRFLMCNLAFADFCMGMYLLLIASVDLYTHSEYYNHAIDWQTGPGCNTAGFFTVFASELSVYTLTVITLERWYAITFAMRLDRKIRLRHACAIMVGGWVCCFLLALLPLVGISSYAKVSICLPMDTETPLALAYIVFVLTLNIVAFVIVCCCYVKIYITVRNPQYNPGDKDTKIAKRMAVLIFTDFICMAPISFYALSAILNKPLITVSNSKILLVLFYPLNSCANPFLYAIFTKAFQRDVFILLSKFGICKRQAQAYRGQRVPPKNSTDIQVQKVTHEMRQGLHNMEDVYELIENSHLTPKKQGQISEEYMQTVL
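TSHR-expressing cells were treated with compounds, then stimulated with TSH at EC80 (4nM final) for 2 hours at 37 deg C. Cellular cAMP was measured by HTRF competition between lysate cAMP and cAMP-d2 for a cryptate-labelled anti-cAMP antibody.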
a7 integrin act – activators of alpha7 integrin expression for muscular dystrophy. alpha7betagal myoblasts, beta-gal FDG fluorescence, 48 h. Potency, µM (titrated, usually from 38.3 µM), for inactives: top-dose activation, hits mostly activators. AID 624291. 350,000 compounds, 0.064% hits;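 further: potency means the concentration at half of the fitted maximal effect; 100% = response of the positive control SU9516; nearly all actives have a fitted effect of over 60% in size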
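Alpha7betagal+/- myoblasts (passage 13) were plated 16-24 hr, then exposed to compounds (1:260 dilution of DMSO stock) for 48 hours at 37C. After MPER lysis, β-galactosidase reporter activity was read as FDG fluorescence (ex 480/em 540) after 30 minutes.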
TCR act – T cell receptor activation. 330,000 tested, under 10 active. Potency, µM (series often up to 9.22 µM), for inactives: at the highest dose activation of IL-2 secretion, most hits filed as activators. primary human leukocytes, anti-CD3, IL-2 HTRF, 48 h; further: % of control where 0% means no effect
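IL-2 produced over 48 hr by a-CD3 bead-stimulated primary human leukocytes exposed to compounds was detected with a homogeneous time-resolved FRET immunoassay, 665nm acceptor signal after 320nm excitation.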
* = called active by the depositor; u = inconclusive; x = not tested or not shown; [ ] = dose if it differs, or a comment. Unless noted, the call rests on the fitted dose curve; in most records, active means well fitted curve in the direction sought with a large enough effect; inconclusive means small, poorly fitted or top-dose-only effect, or another doubt; inactive means no such curve, though single readings can be large; an effect the other way counts as inactive or inconclusive.

SMILES	Mito fusion act	PTAP TSG101 blk	AT treatment	S-ASM inh	MBNL1-CUG inh	MLL CXXC-DNA inh	Menin MLL FP TR	TSHR antag	a7 integrin act	TCR act
COC(=O)CC1C(=O)NCCN1C(=O)CSc1nc2ccccc2o1 (centres undefined)	0%	1%	16%	4%	0%	-1%	-21%	2	-3%	4%
O=C(Cn1cnc2ccccc21)N/N=C/C(Br)=C/c1ccccc1	-3%	-2%	6%	-6%	-12%	7%	-5%	7	-45%[inhibitor]	3%[46.1 µM]
Cc1ccc(C2=NNC(=O)C(P(=O)(c3ccccc3)c3ccccc3)C2)cc1 (centres undefined)	7%	-2%	0%	-2%	0%	5%	-14%	2	-17%	4%
Cc1ccc(S(=O)(=O)N2CCN(C(=O)N3CCOCC3)C2c2ccc(N(C)C)cc2)cc1 (centres undefined)	-2%	-7%	3%	2%	10%	-1%	6%	0	19%	3%
O=C(C1CCCN(Cc2cccs2)C1)N1CCCCCC1 (centres undefined)	-1%	-5%	0%	3%	-12%	-11%	4%	-2	20%	-2%
Cc1nn(-c2ccccc2)c(N)c1C(c1ccccc1)c1c(C)nn(-c2ccccc2)c1N	4%	-2%	0%	-2%	-4%	2%	-20%	-6	9%	0%[46.1 µM]
Brc1cnc(N2CCOCC2)nc1N1CCCCC1	1%	2%	-4%	-3%	-4%	2%	-19%	-6	-31%[7.66 µM]	0%
CC1CC(C)CN(C(=O)COC(=O)Cc2ccc(Cl)cc2)C1 (centres undefined)	10%	0%	13%	-2%	-4%	-13%	-11%	1	20%	1%
CC(C)NC(=O)C12CC3CC(C1)CC(C(=O)NC(C)C)(C3)C2	-2%	0%	6%	0%	-7%	-7%	16%	4	0%	1%
COCCNC(=O)CN1C(=O)CSc2cc(S(=O)(=O)N3CCCCCC3)ccc21	x	-2%	x	3%	x	x	x	x	-5%	-1%
CCOC(=O)[C@@H](CCc1ccccc1)N[C@H](C)C(=O)N1[C@H](C(=O)O)C[C@@H]2CCC[C@@H]21	0%	2%	6%	8%	-3%	-1%	3%	4	x	7%
COc1ccc(CC/C(=N\O)C2(O)CCCCC2)cc1	1%	-4%	7%	0%	5%	-4%	-8%	-14	0%	2%
NC(=O)c1c(NC(=O)c2ccccc2F)sc2c1CCCC2	-2%	-1%	-12%	-2%	22%	1%	16%	-26	-12%	2%
CC1(C)CC(N2CCCC2)=CC(=[N+]2CCCCCC2)C1	25%	-10%	1%	6%	-8%	3%	-2%	-14	-4%	12%
Cc1cc2c(cc1C)CN(c1ccccc1)C2	0%	-1%	-9%	0%	9%	0%	x	-6	12%	-8%
CN1CC=C2C(C#N)=C(N)C(C#N)(C#N)C(CCc3ccccc3)C2C1 (centres undefined)	-2%	u	0%	x	24%	u	-4%	-5	-15%	-6%
O=C(O)C1(Cc2nc3ccccc3[nH]2)CCCC1	1%	-4%	14%	-1%	5%	14%	x	5	5%	1%
F[B-](F)(F)c1cncc2ccccc12	x	0%	x	8%	x	x	x	x	12%	1%
COc1ccc(-c2cc(C(=O)NCCCN3CCOCC3)c3ccccc3n2)cc1OC	1%	0%	1%	x	x	x	x	-1	-5%	2%
O=C(CSc1ccc(Cl)cc1)Nc1ccc(-c2nc3ccccc3[nH]2)cc1	-3%	1%	-7%	5%	11%	4%	-22%	1	-32%	-1%[46.1 µM]
CN(C)C(=S)Nc1cccc(-c2n[nH]c(=S)o2)c1	-3%	0%	-1%	7%	55%[activator]	7%	3%	15	3%	1%
C=CCSc1nc2nc(C)cc(C)n2n1	-3%	-7%	0%	2%	-5%	-4%	12%	1	u	1%
Cc1ccc2nc(NC(=O)COC(=O)c3cccnc3)sc2c1	x	0%	2%	-2%	x	x	x	x	-14%	x
Cc1ccc(C2NC(=O)NC3=C2CCc2ccccc23)cc1 (centres undefined)	-1%	-8%	-5%	30%	u	6%	-21%	1	2%	1%
CCc1cccc(C)c1NC(=O)COC(=O)c1cc([N+](=O)[O-])ccc1N1CCOCC1	-3%	-3%	0%	x	x	x	x	-2	-2%	-5%
Further records.
SMILES	Mito fusion act	PTAP TSG101 blk	AT treatment	S-ASM inh	MBNL1-CUG inh	MLL CXXC-DNA inh	Menin MLL FP TR	TSHR antag	a7 integrin act	TCR act
Cc1ccc(C(C)C)c2c1C(c1ccc3c(c1)OCO3)CC(=O)O2 (centres undefined)	x	-3%	5%	0%	x	x	27%[94.6 µM]	-2	-9%	-6%[46.1 µM]
O=C(O)CCc1ccc(-c2cccs2)n1-c1ccc(C(=O)O)cc1	-1%	-3%	4%	18%	u	-5%	7%[11.7 µM]	12	3%	3%
O=C(NCCc1cnn(-c2ccccc2)c1)c1cc(COc2c(F)cccc2F)on1	4%	-9%	5%	1%	6%	-8%	-22%	-36	-7%	2%
N#Cc1ccc(OCC(=O)NCC(c2cccs2)N2CCOCC2)cc1 (centres undefined)	1%	-1%	2%	0%	4%	u	1%	1	-31%	-7%
O=C(CN1C(=O)C2(OCCCO2)c2ccccc21)NCCc1ccccc1	3%	-1%	0%	-2%	-1%	-1%	-3%	8	16%	0%
Cn1c(CNC(=O)c2ccco2)nnc1SCC(=O)N1CCN(c2ccccc2F)CC1	-8%	-1%	-12%	4%	-6%	-5%	-1%	-4	26%	1%
O=C(CNC(=S)N(Cc1ccc(F)cc1)C1CCCCC1)NCCN1CCOCC1	-2%	0%	5%	-1%	-6%	9%	0%	4	-15%	2%
COC(=O)c1ccccc1NC(=O)CSc1nc(Nc2ccccc2)nc(N2CCOCC2)n1	-7%	-1%	28%	-6%	1%	6%	x	0	5%	6%
CCN1CCc2c(OCc3ccc(C(=O)OC)o3)cccc2C1=O	0%	0%	2%	20%	-7%	4%	-1%	-5	2%	-4%
Cc1cc(C)n(CCNC(=O)CC2C(=O)NCCN2CC2CCCCC2)n1 (centres undefined)	0%	-5%	1%	19%	3%	7%	-1%	-1	6%	-7%
O=C(NN=Cc1ccc(O)cc1O)c1ccccc1NS(=O)(=O)c1cccs1	x	1%	-10%	0%	x	x	x	-20	18%	0%
O=C(COc1cccc(C(F)(F)F)c1)NCCCN1CCCC1=O	3%	-2%	5%	8%	-3%	-5%	-2%	-5	6%[7.66 µM]	x
O=C(NCCOc1ccccc1F)c1cccc(S(=O)(=O)N2CCN(c3ccccc3)CC2)c1	23%	1%	7%	-3%	x	x	x	7	-26%	-2%
COc1ccccc1-c1noc(-c2ccco2)n1	2%	-3%	-3%	-7%	3%	1%	-12%	3	27%	-1%
COc1ccc(CN=C2NN=C(c3ccccc3)CS2)cc1	-11%	-3%	-6%	-3%	-5%	15%	-3%	13	-12%	x
O=S(=O)(CS(=O)(=O)c1ccccc1)c1ccccc1	x	-1%	x	2%	x	x	x	x	-4%	10%
O=C1OC(c2ccccc2)(c2ccc3cc(O)ccc3c2)c2ccccc21 (centres undefined)	x	2%	x	-18%	x	x	x	x	-23%	10%
CCOC(=O)C1CCN(C(=O)c2ccc(N(C)S(C)(=O)=O)cc2)CC1	0%	-10%	x	1%	5%	5%	1%	22	-7%	0%
O=C(NCc1ccccc1CN1CCCCC1)c1ccccc1N1CCCC1=O	-1%	-3%	2%	5%	x	x	x	-4	-32%	-1%
O=C(NCCO)C(O)C(O)C(=O)NCCO (centres undefined)	-8%	-10%	-3%	-1%	u	u	-1%	-21	9%	-1%
O=C(CNC(=O)c1ccco1)NCC(=O)OCC(=O)c1ccc(Cl)c([N+](=O)[O-])c1	-2%	-7%	-9%	0%	u	-9%	x	-4	-43%	0%
COc1cccc(CC(NC(C)=O)C(=O)NC2CCN(S(=O)(=O)c3ccc(F)cc3)CC2)c1OC (centres undefined)	1%	-3%	7%	4%	-6%	-7%	0%	-2	3%	6%
Cc1noc(C)c1COC(=O)CCCNC(=O)c1ccc(Cl)cc1	3%	-3%	-1%	3%	-2%	2%	-6%	6	-7%	0%
Cc1ccc(NC(=O)CN(C)C(=O)c2cc3c(s2)CCCCC3)cc1	13%	-1%	-6%	-8%	x	x	x	4	-37%[inhibitor]	-3%
Cn1c(SCc2c(Cl)cccc2Cl)nc(C(F)(F)F)cc1=O	17%	-3%	-3%	-16%	-4%	-2%	17%	-12	-6%	1%
Cc1onc(-c2ccccc2)c1C(=O)Nc1ccc(Cl)cn1	-2%	-2%	4%	1%	7%	-32%	2%	-9	-6%	x
O=C(NCc1ccc2c(c1)OCO2)c1ccc2c(c1)S(=O)(=O)c1ccccc1C2=O	x	-1%	x	-3%	x	x	x	x	0%	4%
O=C(NN=Cc1ccc(F)cc1)C1CC1	x	1%	x	-2%	x	x	x	x	5%	0%

Only part of the results is shown. The share of hits here may be higher or lower than overall.
